Compound activity as filed in PubChem.
RAD52 inh = inhibitors of human RAD52 DNA annealing; inhibition, % at 18.7 µM; AID 651710; actives 0.46% (n = 360,000); recombinant RAD52 DNA annealing, FRET fluorescence;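 active means every replicate showing at least 50% inhibition; inconclusive means mean inhibition at least 50% but not in every replicate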
E-sel inducer = induces E-selectin expression in human endothelial cells. P16581. HUVEC E-selectin immunofluorescence imaging; normalized: neutral wells 0, TNF-alpha wells 100. activation, % at 7.58 µM. actives 0.37% (n = 260,000). AID 686992;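 active means mean E-selectin-positive cell signal at least 10% of the positive control, reached in at least 60% of replicates, without over 20% cell loss; inconclusive means no rule given, readout overlaps actives, possibly toxicity-flagged; inactive means the rest, including those meeting only one limit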;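 further: in these data hits start at about 27%; measured in HUVEC primary endothelial cells; signal is the percent of cells scored E-selectin positive by PE staining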
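Read-out: % PE-positive cells | Test system: HUVEC | Doses: One compound dose added by pin transfer | Buffer or medium: EGM-2 over gelatin coat | Signal: Immunofluorescence imaging | Benchmarks: TNF-alpha, DMSO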
RAD54 branch = RAD54 (human) branch migration inhibition. Q92698. RAD54 Holliday junction branch migration, FAM/BHQ fluorescence. inhibition, % at 10.4 µM. actives 0.14% (n = 360,000);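 active means mean normalized replicate activity at least 40 and at least half of replicates scoring 40 or more; inconclusive means only one of the two criteria met; inactive means mean below 40 and under half of replicates reaching 40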;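 further: 0% = median of neutral control wells and 100% = median of positive control wells; inhibitors cause a drop in the FAM fluorescence signal; in these data hits start at about 50%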
Target sequence (Q92698 whole entry, looked up): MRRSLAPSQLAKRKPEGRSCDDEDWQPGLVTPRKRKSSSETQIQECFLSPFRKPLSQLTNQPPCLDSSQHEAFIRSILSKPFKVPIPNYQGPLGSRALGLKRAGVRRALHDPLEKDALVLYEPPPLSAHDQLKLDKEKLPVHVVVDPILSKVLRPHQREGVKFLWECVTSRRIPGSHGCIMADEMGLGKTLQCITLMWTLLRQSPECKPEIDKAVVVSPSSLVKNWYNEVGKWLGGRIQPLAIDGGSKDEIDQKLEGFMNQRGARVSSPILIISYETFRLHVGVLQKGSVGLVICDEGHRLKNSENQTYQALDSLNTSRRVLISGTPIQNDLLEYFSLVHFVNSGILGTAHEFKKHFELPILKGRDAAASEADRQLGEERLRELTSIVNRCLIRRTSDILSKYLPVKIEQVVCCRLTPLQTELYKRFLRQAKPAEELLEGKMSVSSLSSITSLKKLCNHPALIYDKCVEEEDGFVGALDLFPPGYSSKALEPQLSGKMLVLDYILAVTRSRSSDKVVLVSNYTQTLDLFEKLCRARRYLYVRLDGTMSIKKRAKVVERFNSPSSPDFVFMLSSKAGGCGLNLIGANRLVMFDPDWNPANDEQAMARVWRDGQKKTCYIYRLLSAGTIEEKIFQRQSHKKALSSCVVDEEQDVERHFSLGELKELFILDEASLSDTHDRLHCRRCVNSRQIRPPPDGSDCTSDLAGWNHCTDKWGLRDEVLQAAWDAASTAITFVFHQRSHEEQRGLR
CASP6 VEID inh = blocks human caspase-6 cleavage activity; P55212; purified caspase-6, Z-VEID-R110 cleavage fluorescence; inhibition, % at 12.5 µM; actives 0.53% (n = 350,000); AID 686996;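 active means mean inhibition across replicates at least about 35%, with every replicate also reaching that limit, limit read from the data; inconclusive means only one of the two criteria met; inactive means neither criterion met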;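 further: 0% = median of neutral control wells and 100% = no fluorescence left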
Target sequence (P55212 24-179 limits assumed): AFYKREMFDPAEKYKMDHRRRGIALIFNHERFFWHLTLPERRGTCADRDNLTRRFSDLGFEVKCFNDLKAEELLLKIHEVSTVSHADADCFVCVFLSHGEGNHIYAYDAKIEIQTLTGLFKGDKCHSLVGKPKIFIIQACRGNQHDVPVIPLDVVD
Target sequence (P55212 194-293 limits assumed): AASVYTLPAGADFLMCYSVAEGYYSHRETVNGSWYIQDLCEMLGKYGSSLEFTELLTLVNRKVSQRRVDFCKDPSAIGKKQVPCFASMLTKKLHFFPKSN
esBAF inh = SWI/SNF esBAF complex inhibition; mouse ES cells, Bmi1-luciferase knock-in reporter, 24 h; 100% = twice the neutral-well signal; reporter increase, % at 12.5 µM; actives 2% (n = 350,000); AID 602393; in the data active means activation above about 40%; inconclusive means no clear call, values can overlap the other calls;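 further: 0% = median of the plate's neutral control wells and 100% = double that signal; a rise in the Bmi1 reporter signal indicates esBAF inhibition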
ARNT TACC3 PPI = disruptors of human ARNT/TACC3 interaction | actives 0.66% (n = 390,000) | Q9Y6A5 | inhibition, % at 9.99 µM | AlphaScreen His-ARNT PAS-B/GST-TACC3 binding, luminescence; TACC3 fragment carries E629A point mutation | AID 623870;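 active means mean inhibition of replicates at least 50% and at least half of replicates each reaching 50%; inconclusive means half or more replicates reach 50% but mean below 50%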;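 further: 0% = complete ARNT plus TACC3 wells and 100% = ARNT alone without TACC3; many hits fall short of the cut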
PglD DTNB = inhibitors of Campylobacter jejuni PglD acetyltransferase; purified PglD enzyme, DTNB colorimetric CoA detection; inhibition, % at 12.5 µM; actives 0.098% (n = 360,000); AID 602405; in the data active means inhibition above about 16%, passing the limit was not always enough; inconclusive means no clear call, values can overlap the other calls; further: strong numbers were not always called active
ERp5 block = inhibitors of human ERp5; Q15084; ERp5 insulin aggregation, absorbance 650 nm, 90 min; inhibition, % at 9.99 µM; actives 0.05% (n = 350,000);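 active means mean replicate inhibition above about 25%, with every replicate also reaching it, limit read from the data, passing the limit was not always enough; inconclusive means only one of those two criteria met; inactive means neither criterion met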
* = called active by the depositor; u = inconclusive; x = not tested or not shown. Rows are unselected; about 3.2% have a hit in one of these screens.

SMILES | RAD52 inh | E-sel inducer | RAD54 branch | CASP6 VEID inh | esBAF inh | ARNT TACC3 PPI | PglD DTNB | ERp5 block
COc1cc(NS(=O)(=O)c2ccc(NC(=O)COc3ccc(C)cc3)cc2)nc(OC)n1 | x | x | -17 | x | -1 | -3 | -7 | x
COC(=O)C1=C(C)NC(=O)CC1c1cccc(OC)c1OC (stereo unspecified) | -12 | x | -1 | 0 | -7 | -2 | 2 | 8
COc1cc(NC(=O)c2ccc3c(c2)OCO3)ccc1NC(=O)C(C)C | x | x | 2 | x | 52* | 0 | -3 | x
COc1cc(OC)cc(C(=O)NC2CCCN(Cc3ccc(Cl)cc3)C2)c1 (stereo unspecified) | -38 | 0.1 | 4 | 1 | -3 | 4 | -2 | 5
O=C(NC1CC2CCCC(C1)N2Cc1ccco1)NC12CC3CC(CC(C3)C1)C2 (stereo unspecified) | x | x | 2 | x | -10 | -8 | -3 | x
CCC(C)c1ccccc1N1CC(C(=O)Nc2ccccc2N2CCCC2)CC1=O (stereo unspecified) | -10 | -0.1 | -1 | -91 | x | 8 | 2 | 0
Cc1nc2nc(C)c(NS(=O)(=O)c3ccc(Cl)cc3)c(=O)n2[nH]1 | -11 | x | -5 | 0 | -6 | -6 | 3 | 0
O=C(CN1CCN(c2ncccn2)CC1)N1CCCC1 | -14 | x | x | 0 | x | -1 | x | -3
Cc1ccc(C(=O)Cn2nnc3ccccc32)cc1 | x | x | -6 | x | 63* | 3 | -7 | x
CN(CC(=O)NCc1cccs1)S(=O)(=O)c1cccc2nsnc12 | x | x | 0 | x | -9 | 1 | 1 | x
NC(=S)N/N=C1\c2ccccc2-c2c(C(=O)O)cccc21 | -50 | x | -26 | 1 | -4 | 6 | 1 | -4
CCSc1ncnc2c(C#N)c3n(c12)CCCCC3 | x | x | 1 | x | -17 | -5 | 3 | x
COc1ccc(CNC(=O)Cn2nc(C(F)(F)F)c3c2CCC3)cc1 | x | x | -14 | x | 1 | -10 | 7 | x
CN(C)CC(C)(C)CNS(=O)(=O)c1ccc(Cl)s1 | -9 | x | x | 2 | x | 2 | x | -2
COc1ccccc1N1CCN(CC(O)COc2ccc3c(c2)CCC3)CC1 (stereo unspecified) | x | x | 0 | x | 4 | 0 | 2 | x
NC(=O)c1ccc(NC(=O)COc2cccc3c2CCNC3=O)cc1 | -6 | x | 10 | 1 | 6 | -10 | 0 | -2
COc1cc(SC)ccc1C(=O)Nc1cccc(S(=O)(=O)NC2=NCCCCC2)c1 | -8 | 0.7 | -3 | -3 | 9 | 16 | -8 | 4
CO[C@H]1CN(C)C(=O)c2ccc(NC(C)=O)cc2OC[C@H](C)N(Cc2ccccc2F)C[C@H]1C | -9 | -0.2 | -4 | -1 | 2 | 3 | 1 | -5
O=[N+]([O-])c1ccc(O)c(Nc2ncnc3ccccc23)c1 | -1 | 4.1 | x | 2 | x | 0 | x | 5
Nc1c(C(=O)NCc2ccccc2)nnn1Cc1cccc(Cl)c1 | 1 | 1.5 | -7 | -2 | 2 | 0 | -5 | 2
Cc1ccc2nc(N(CCCN(C)C)C(=O)c3ccc(S(=O)(=O)N4CCOCC4)cc3)sc2c1 | 9 | x | 2 | -2 | -25 | 1 | -1 | 3
Cc1nc(-c2ccc(-n3nncc3-c3ccco3)cc2)cs1 | -26 | 0.1 | -5 | 8 | 16 | -4 | -9 | -1
CCOc1ccc(OCCCC(=O)NC2=NCCS2)cc1 | x | x | -10 | x | -9 | -1 | -4 | x
Cc1c(C(=O)O)oc2ccc3c(c12)C(O)CC(C)(C)O3 (stereo unspecified) | -4 | x | -3 | -1 | -7 | -8 | -5 | -3
O=Cc1cc([B-](F)(F)F)cs1 | 4 | 0.0 | x | 16 | x | x | x | -4
Later entries
SMILES | RAD52 inh | E-sel inducer | RAD54 branch | CASP6 VEID inh | esBAF inh | ARNT TACC3 PPI | PglD DTNB | ERp5 block
CC1=CC(C)[C@@H]2COC(c3ccc(O)cc3)[C@H]1C2C (stereo partly specified) | 0 | -0.1 | -1 | 7 | 7 | -9 | -5 | 1
CCOC(=O)C(Oc1ccc(=O)n(-c2ccccc2)n1)C(C)=O (stereo unspecified) | x | x | -2 | x | 1 | -8 | -4 | x
O=C(NC[C@@H]1N[C@@H](CO)[C@H]1c1ccc(-c2ccccc2F)cc1)c1ccccc1 | -61 | -0.1 | -12 | 0 | -6 | 4 | 6 | 5
C[C@H](CO)N1C[C@H](C)[C@H](CN(C)Cc2ccc(C(F)(F)F)cc2)Oc2ccc(NC(=O)CCC(F)(F)F)cc2CC1=O | -10 | 0.2 | 8 | 2 | 1 | 4 | -1 | 0
COC(=O)c1cc(N/C(N)=N/c2nc(C)cc(C)n2)cc(C(=O)OC)c1 | 9 | 0.0 | 1 | 0 | -11 | x | 8 | -1
CC(C)(C)C(=O)Nc1cccc2[nH]ncc12 | -13 | 1.8 | x | 4 | x | x | x | 2
CCCCC1CCC(c2nc(-c3cccnc3)no2)CC1 (stereo unspecified) | x | x | -9 | x | 6 | -1 | -1 | x
COc1ccc(S(=O)(=O)N(C)C[C@@H]2OCc3ccccc3-c3c(n(C)c4ccccc34)C(=O)N([C@@H](C)CO)C[C@@H]2C)cc1 | 14 | -0.2 | -1 | -2 | 3 | 17 | 2 | -1
C=C1CSc2nc(=O)c3c4c(sc3n21)CCC4 | x | x | 3 | x | -6 | 22 | -2 | x
CCOc1ccccc1CN1CCN(C2CCC2)CC1CCO (stereo unspecified) | -1 | x | -12 | 2 | -4 | -11 | -2 | 1
C[C@@H]1CN([C@@H](C)CO)C(=O)c2cccc(NC(=O)Nc3ccc(C(F)(F)F)cc3)c2O[C@@H]1CN(C)S(C)(=O)=O | -1 | 0.3 | -11 | 2 | 1 | 3 | 2 | -1
COc1ccc(Nc2cc(C)nc3c(C)cccc23)cc1OC | 30 | 1.0 | 47 | 3 | -4 | 21 | -3 | 2
Cc1ccc(Nc2nc(C(=O)NCc3ccco3)cs2)cc1 | x | x | -4 | x | 16 | 9 | -2 | x
O=C(CCSCc1cccc(F)c1)NCCc1ccccc1 | -1 | 0.0 | x | -2 | 0 | 5 | x | -1
COCCNC(=O)C1CCCN(C(=O)C2(c3ccc(Cl)cc3)CCCC2)CC1 (stereo unspecified) | -2 | x | -6 | -4 | -1 | x | 5 | 1
COc1ccc(Cl)cc1S(=O)(=O)N1CCN(Cc2ccc3c(c2)OCO3)CC1 | x | -1.6 | 2 | x | 2 | x | -4 | x
COc1ccc(C(=O)NCC(=O)NCCc2c[nH]c3ccccc23)cc1OC | -11 | -0.4 | x | -2 | x | 2 | x | 3
COc1ccc(/C=N/NC(=O)CCc2nc3ccccc3[nH]2)cc1 | x | x | -16 | x | 3 | 1 | -3 | x
COc1ccc2nc(NC(=O)c3cccnc3SC)sc2c1 | 0 | x | 8 | -5 | u | x | 1 | 2
CCN(CC)Cc1c(O)ccc2c(C)c(CC(=O)OC)c(=O)oc12 | x | x | 5 | x | 8 | -10 | 1 | x
Cc1noc(C)c1NC(=O)Nc1cccc2c1O[C@H](CN(C)Cc1ccncc1)[C@@H](C)CN([C@H](C)CO)C2=O | 10 | x | 3 | -7 | 1 | x | 0 | -3
COc1ccc(OCC(O)Cn2c(N3CCCCC3)nc3c2c(=O)n(C)c(=O)n3C)cc1 (stereo unspecified) | -10 | x | 2 | 0 | 0 | 28 | 4 | -1
NS(=O)(=O)c1ccc(CCNC(=O)CSCC(=O)Nc2ccc(Cl)cc2)cc1 | -7 | x | -10 | 2 | -10 | x | -2 | -7
N#C/C(=C\C=C\c1ccccc1[N+](=O)[O-])C(=O)NCc1ccccc1 | -28 | -0.2 | 12 | -1 | 9 | -2 | 6 | 2
Cn1c(SCc2nnc3n2CCCCC3)nc2ccccc21 | x | x | 4 | x | 2 | -32 | 1 | x
More compounds.
SMILES | RAD52 inh | E-sel inducer | RAD54 branch | CASP6 VEID inh | esBAF inh | ARNT TACC3 PPI | PglD DTNB | ERp5 block
CC1CCCCN1C(=O)/C(=C\c1ccccc1)c1ccccc1 (stereo unspecified) | x | x | -3 | x | -6 | 4 | -3 | x
COc1cccc(NC(=O)C/C(C)=N/NC(=O)C2CCCCC2)c1 | -5 | x | -5 | 3 | 0 | 3 | -4 | 6
O=c1nc(-c2ccccc2)nc(-c2ccccc2)[nH]1 | -18 | x | 8 | 3 | x | -2 | 2 | 1
CCc1cnc(N2[C@@H](C#N)[C@H](c3ccc(C4=CCCC4)cc3)[C@@H]2CO)s1 | 1 | -0.3 | 14 | 0 | -2 | 16 | 0 | -2
C[C@@H]1CN([C@H](C)CO)C(=O)c2cccc(NC(=O)Nc3ccc(C(F)(F)F)cc3)c2O[C@@H]1CN(C)Cc1ccccc1 | 27 | 0.2 | -10 | x | 8 | 3 | -1 | 3
C[C@H]1CN([C@@H](C)CO)C(=O)Cc2cc(NC(=O)Cn3cnnn3)ccc2O[C@H]1CN(C)S(=O)(=O)c1ccccc1 | 8 | 0.4 | -17 | -3 | -4 | -1 | -1 | 9
C[C@H](CO)N1C[C@H](C)[C@H](CN(C)Cc2ccc(Oc3ccccc3)cc2)Oc2ccc(NC(=O)Nc3cccc4ccccc34)cc2CC1=O | -14 | x | 7 | -3 | -6 | -3 | 6 | 1
COCCCNC(=O)CN1CCN(Cc2ccc(Cl)cc2)C1=O | -2 | 0.1 | 3 | -3 | -3 | -6 | 2 | -4
CC(C)Cn1c(N)c(C(=O)COC(=O)Cc2cccs2)c(=O)n(C)c1=O | -23 | -0.2 | 5 | -2 | -1 | -1 | 4 | 2
CC(C)CC(NC(=O)OC(C)(C)C)C(=O)NC(C(=O)NC(C)C(N)=O)C(C)C (stereo unspecified) | x | x | 6 | x | -7 | 0 | -1 | x
Cc1ccc(NC(=O)Cc2nc(COC(=O)c3c(F)cccc3Cl)cs2)cc1 | -21 | x | 12 | 0 | -3 | 8 | 1 | 3
CCCCn1c(NCc2ccccc2NS(=O)(=O)c2ccc(C)cc2)nc2ccccc21 | x | x | 8 | x | -36 | -8 | 2 | x
COc1cc(NS(=O)(=O)c2ccc(NC(=O)CCC(=O)O)cc2)nc(OC)n1 | -5 | 0.0 | -8 | x | 5 | -1 | -3 | -2
CCCN1C[C@@H](C)[C@@H](OC)CN(C)C(=O)c2cc(NC(=O)c3ccno3)ccc2OC[C@H]1C | -13 | -0.2 | -1 | -16 | -5 | -8 | -2 | 3
O=C(CCN1C(=O)c2ccccc2S1(=O)=O)Nc1ccc(F)c([N+](=O)[O-])c1 | -8 | 0.2 | -9 | 6 | 2 | x | -2 | 1
C[C@H](CO)N1C[C@H](C)[C@H](CN(C)S(C)(=O)=O)Oc2ccc(NS(=O)(=O)c3cccs3)cc2CC1=O | 0 | -5.5 | 1 | 0 | 1 | -24 | 1 | -7
O=S(=O)(NC1CCCC1)c1ccccc1Cl | x | x | 2 | x | -2 | 1 | -4 | x
Cc1c(N(C)S(=O)(=O)c2cc(C(=O)NCC3CCCO3)ccc2Cl)c(=O)n(-c2ccccc2)n1C (stereo unspecified) | -2 | x | 2 | -1 | 0 | -3 | 1 | -1
CCOc1ccc(-c2nc(C#N)c(N3CCOCC3)o2)cc1 | 0 | -0.3 | 4 | -2 | -1 | 14 | x | 1
CC1(C(=O)Nc2cnc3ccccc3c2)CCN1Cc1ccc(-c2ccccc2)o1 (stereo unspecified) | -15 | 0.0 | -9 | 4 | 13 | x | 1 | 0
